ADAM10 inh = inhibitors of human ADAM10. O14672. recombinant ADAM10, EDANS/DABCYL FRET peptide cleavage, 3 h. inhibition, % at 7 µM. 0.62% of 370,000 active. AID 720582;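 active = inhibition above a per-campaign cutoff equal to the mean of compounds falling between control-based bounds plus 3 SD, cut at about 20% in these data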;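 note: 0% = DMSO wells while the 100% control is not disclosed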
HGIII-sPLA2 inh = Blocks human group III sPLA2 activity; Q9NZ20; QFRET BODIPY PC-A2 liposome hydrolysis, fluorescence; inhibition, % at 12.2 µM; 0.56% of 370,000 active; AID 743126;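 active = inhibition above mean plus 3 SD of compounds lying within the high and low control bounds, cut at about 19% in these data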;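 note: 0% = median of test compound wells and 100% = no enzyme DMSO wells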
PLCb3 inh = blocks human PLC-beta3 enzyme activity; Purified PLC-beta3, fluorogenic substrate, fluorescence; inhibition, % at 12.2 µM; 0.18% of 370,000 active; Q01970; AID 720704; in the data active = inhibition above about 11%;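 note: 0% = median of compound wells on plate and 100% = full blocker control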
hcDAF12 agonist = activates DAF-12 receptor from parasite H. contortus; HEK293 hcDAF-12 lit1-tk-luc reporter, luminescence; 0% DMSO, 100% Δ7-dafachronic acid; AID 652067; activation, % at 6.8 µM; 1.4% of 370,000 active;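 active = activation above the mean of all tested compounds plus 3 SD, cut at about 5.5% in these data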;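 note: 100% = response to 3 µM Δ7-dafachronic acid high control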
FXN GAA850 act = frataxin GAA850 promoter activation; 0.56% of 360,000 active; HEK293 lucGAA850 FXN promoter luciferase reporter, 24 h; percent of 10 µM SAHA response; activation, % at 6 µM;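 active = activation above the average of all compounds screened plus 3 SD, cutoff fixed separately per campaign, cut at about 7.5% in these data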;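 note: 0% = DMSO wells and 100% = 10 µM SAHA wells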
ADAM17 inh = inhibits human ADAM17 | P78536 | recombinant ADAM17, EDANS/DABCYL FRET peptide cleavage | inhibition, % at 6.95 µM | 0.83% of 370,000 active | AID 720648;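 active = inhibition above the mean of compounds lying between control limits plus 3 SD, set per campaign, cut at about 8.5% in these data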;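 note: 0% = DMSO-only wells as the low control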
ssDAF12 agonist = S. stercoralis DAF-12 activation, primary screen | HEK293 ssDAF-12/GRIP1 lit1-tk-luc reporter, luminescence; % of 3 µM dafachronic acid response | activation, % at 6.8 µM | 1% of 370,000 active;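 active = activation above the mean over all tested compounds plus 3 SD, cut at about 0.9% in these data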;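 note: 0% = DMSO-only wells and 100% = 3 µM delta7-dafachronic acid wells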
DAX1 inh-1 = NR0B1 (DAX1) inhibition; AID 504766; HEK293 Gal4-DAX1 luciferase reporter, luminescence; 0.99% of 340,000 active; P51843; inhibition, % at 6.75 µM;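 active = inhibition above the mean over all tested compounds plus 3 SD, cut at about 4.2% in these data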;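 note: 0% = DAX1-transfected cells with DMSO and 100% = empty-vector control cells with DMSO; inhibition shows as a rise in luminescence from relieved DAX1 repression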
hgDAF12 agonist = hgDAF-12 agonism, primary luciferase screen. activation, % at 6.8 µM. HEK293 GAL4-hgDAF12 UAS-luciferase reporter, agonist luminescence; normalized to butyrate control. 1.8% of 370,000 active;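 active = activation above a cutoff set at the mean of all screened compounds plus 3 SD, cut at about 10% in these data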;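 note: 0% = DMSO wells and 100% = sodium butyrate wells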
DAX1 inh-2 = inhibitors of DAX1 repression of SF-1 activated StAR promoter | HEK293T StAR-luciferase reporter, SF-1/DAX-1 repression relief | AID 652010 | inhibition, % at 6.8 µM | 1.1% of 370,000 active;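 active = inhibition above the mean over all tested compounds plus 3 SD, cut at about 3.6% in these data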;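 note: 0% = DAX-1 cells with DMSO and 100% = cells lacking DAX-1 with DMSO; higher inhibition means more luminescence from relief of DAX-1 repression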
PLCg1 inh = inhibitors of human phospholipase C gamma1 | P19174 | purified PLC-gamma1, fluorogenic substrate, fluorescence | 0.84% of 370,000 active | inhibition, % at 12.2 µM | AID 720700; in the data active = inhibition above about 9.5%
Target sequence (P19174 whole entry, looked up): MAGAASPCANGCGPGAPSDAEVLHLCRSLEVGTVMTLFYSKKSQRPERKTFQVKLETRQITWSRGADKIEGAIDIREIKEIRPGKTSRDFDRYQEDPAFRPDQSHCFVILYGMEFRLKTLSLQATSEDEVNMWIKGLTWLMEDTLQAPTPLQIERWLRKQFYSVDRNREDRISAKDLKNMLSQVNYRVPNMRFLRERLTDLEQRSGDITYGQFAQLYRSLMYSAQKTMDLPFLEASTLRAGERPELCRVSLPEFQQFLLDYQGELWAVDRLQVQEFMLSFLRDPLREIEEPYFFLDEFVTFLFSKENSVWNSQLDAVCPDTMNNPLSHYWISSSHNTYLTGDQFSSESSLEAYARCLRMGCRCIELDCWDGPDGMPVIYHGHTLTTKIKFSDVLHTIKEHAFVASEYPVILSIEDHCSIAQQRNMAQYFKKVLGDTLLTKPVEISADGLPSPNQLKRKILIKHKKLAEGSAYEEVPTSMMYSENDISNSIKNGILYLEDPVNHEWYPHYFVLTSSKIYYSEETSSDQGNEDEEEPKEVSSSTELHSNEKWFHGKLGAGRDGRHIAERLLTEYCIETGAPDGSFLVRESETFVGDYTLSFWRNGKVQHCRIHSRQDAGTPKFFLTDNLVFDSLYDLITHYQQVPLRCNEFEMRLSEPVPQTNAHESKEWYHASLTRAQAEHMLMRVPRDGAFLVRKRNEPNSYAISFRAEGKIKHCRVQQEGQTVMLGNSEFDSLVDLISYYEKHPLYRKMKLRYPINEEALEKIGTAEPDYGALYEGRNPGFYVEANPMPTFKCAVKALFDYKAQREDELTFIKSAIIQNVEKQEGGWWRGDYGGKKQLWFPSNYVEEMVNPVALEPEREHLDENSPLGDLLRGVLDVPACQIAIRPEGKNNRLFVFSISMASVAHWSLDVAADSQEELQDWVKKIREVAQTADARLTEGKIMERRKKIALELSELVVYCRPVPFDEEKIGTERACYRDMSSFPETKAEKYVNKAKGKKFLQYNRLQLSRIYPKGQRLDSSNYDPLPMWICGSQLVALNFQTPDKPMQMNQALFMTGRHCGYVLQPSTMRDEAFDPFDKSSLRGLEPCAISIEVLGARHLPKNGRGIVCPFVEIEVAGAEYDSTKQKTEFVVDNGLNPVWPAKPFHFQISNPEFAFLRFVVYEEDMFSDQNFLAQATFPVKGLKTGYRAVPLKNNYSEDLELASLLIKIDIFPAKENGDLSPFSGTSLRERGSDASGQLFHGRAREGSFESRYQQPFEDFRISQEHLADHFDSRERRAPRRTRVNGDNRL
An asterisk follows results filed as active.

How did Cc1ccccc1OCC(=O)NCC(=O)OCC(=O)c1ccc2ccccc2c1 do in these assays?
ADAM10 inh: -15; HGIII-sPLA2 inh: 2; PLCb3 inh: -9; hcDAF12 agonist: 0.5; FXN GAA850 act: -2.2; ADAM17 inh: -8; ssDAF12 agonist: -0.9; DAX1 inh-1: -0.4; hgDAF12 agonist: 0.0; DAX1 inh-2: -0.1; PLCg1 inh: -8

How did COc1ccc(NC(=O)C(C)Sc2ccccc2)cc1 (centres undefined) do in these assays?
ADAM10 inh: 9; HGIII-sPLA2 inh: 3; PLCb3 inh: -1; hcDAF12 agonist: -0.5; FXN GAA850 act: -0.5; ADAM17 inh: 0; ssDAF12 agonist: -0.7; DAX1 inh-1: -0.1; hgDAF12 agonist: 2.4; DAX1 inh-2: 1.6; PLCg1 inh: -3

What do the screens show for `Cc1cccc(OCC(=O)Nc2nnc(S(=O)(=O)N3CCCCC3)s2)c1`?
ADAM10 inh: 11; HGIII-sPLA2 inh: 3; PLCb3 inh: 1; hcDAF12 agonist: 0.4; FXN GAA850 act: 0.6; ADAM17 inh: 4; ssDAF12 agonist: -1.5; DAX1 inh-1: 0.5; hgDAF12 agonist: -0.8; DAX1 inh-2: 1.6; PLCg1 inh: -2

What do the screens show for `COc1cc(C(F)(F)F)ccc1C(=O)NCCc1ccco1`?
ADAM10 inh: 9; HGIII-sPLA2 inh: -22; PLCb3 inh: -13; hcDAF12 agonist: -2.1; FXN GAA850 act: 3.5; ADAM17 inh: 5; ssDAF12 agonist: -0.9; DAX1 inh-1: 2.6; hgDAF12 agonist: 2.1; DAX1 inh-2: 0.0; PLCg1 inh: -2

How did O=C(C[C@@H]1C=C[C@@H](NC(=O)Nc2cccc(F)c2)[C@@H](CO)O1)NCC1CCCCC1 do in these assays?
ADAM10 inh: 0; HGIII-sPLA2 inh: 1; PLCb3 inh: 2; hcDAF12 agonist: -2.2; ADAM17 inh: 0; ssDAF12 agonist: -1.1; hgDAF12 agonist: -0.3; DAX1 inh-2: 0.2; PLCg1 inh: 0

Results for COC(=O)C1=C(C)N(Cc2cccc(C(F)(F)F)c2)C(=NCc2cc(OC)c(OC)c(OC)c2)NC1c1ccccc1C(F)(F)F (centres undefined) ?
ADAM10 inh: -4; HGIII-sPLA2 inh: -6; PLCb3 inh: -3; hcDAF12 agonist: 1.9; ADAM17 inh: -4; ssDAF12 agonist: -1.2; hgDAF12 agonist: 3.0; DAX1 inh-2: 0.6; PLCg1 inh: -3

What do the screens show for `CCC(NC(=O)c1ccccc1NC(=O)c1ccc(C)cc1)C(=O)O` (centres undefined)?
ADAM10 inh: 5; HGIII-sPLA2 inh: -2; PLCb3 inh: -3; hcDAF12 agonist: 1.5; FXN GAA850 act: 6.4; ADAM17 inh: 2; ssDAF12 agonist: 0.5; DAX1 inh-1: -0.2; hgDAF12 agonist: 4.8; DAX1 inh-2: -0.6; PLCg1 inh: 2

Results for Cc1cc(OCC(=O)c2cccc(C(F)(F)F)c2)n2cnnc2n1 ?
ADAM10 inh: 3; HGIII-sPLA2 inh: -57; PLCb3 inh: -4; hcDAF12 agonist: -0.3; FXN GAA850 act: 1.9; ADAM17 inh: -1; ssDAF12 agonist: -1.3; DAX1 inh-1: 3.0; hgDAF12 agonist: -2.8; DAX1 inh-2: -0.3; PLCg1 inh: 1

How did COc1ccc(C(=O)Nc2cc3c(cc2Cl)OCCCO3)cc1 do in these assays?
ADAM10 inh: -4; HGIII-sPLA2 inh: 0; PLCb3 inh: 7; hcDAF12 agonist: 3.4; FXN GAA850 act: 5.0; ADAM17 inh: 3; ssDAF12 agonist: -0.1; DAX1 inh-1: 3.3; hgDAF12 agonist: 9.9; DAX1 inh-2: 2.3; PLCg1 inh: 8

Results for COC(=O)CCCC(=O)N1CCC(CO)(CCc2ccccc2)CC1 ?
ADAM10 inh: -8; HGIII-sPLA2 inh: -3; PLCb3 inh: -3; hcDAF12 agonist: 1.9; FXN GAA850 act: 2.8; ADAM17 inh: 0; ssDAF12 agonist: -1.2; DAX1 inh-1: 0.5; hgDAF12 agonist: -1.7; DAX1 inh-2: 0.2; PLCg1 inh: -2

What do the screens show for `CCOc1nc(NCCN2CCOCC2)nc(NC(C)C)n1`?
ADAM10 inh: 8; HGIII-sPLA2 inh: 1; PLCb3 inh: 6; hcDAF12 agonist: 1.5; FXN GAA850 act: 0.2; ADAM17 inh: -2; ssDAF12 agonist: -0.1; DAX1 inh-1: -0.1; hgDAF12 agonist: 1.4; DAX1 inh-2: -0.3; PLCg1 inh: 5

How did Cn1c(CNC(=O)C(C)(C)C)nc2ccccc21 do in these assays?
ADAM10 inh: 4; HGIII-sPLA2 inh: 6; PLCb3 inh: 1; hcDAF12 agonist: -1.2; FXN GAA850 act: -1.4; ADAM17 inh: -3; ssDAF12 agonist: -0.9; DAX1 inh-1: 1.4; hgDAF12 agonist: -0.8; DAX1 inh-2: 0.3; PLCg1 inh: -2

What do the screens show for `CN(C)c1ccc(CNC(=O)CN2C(=O)COc3ccc(S(=O)(=O)N4CCCC4)cc32)cc1`?
ADAM10 inh: -3; HGIII-sPLA2 inh: 1; PLCb3 inh: -5; hcDAF12 agonist: 1.7; FXN GAA850 act: 0.7; ADAM17 inh: -3; ssDAF12 agonist: -1.4; DAX1 inh-1: 0.5; hgDAF12 agonist: 0.5; DAX1 inh-2: 0.7; PLCg1 inh: -3

Results for O=C(CN1CCOCC1)Nc1c2c(nc3ccccc13)N(Cc1ccccc1)CC2 ?
ADAM10 inh: inactive; HGIII-sPLA2 inh: 1; PLCb3 inh: -144; hcDAF12 agonist: 1.3; FXN GAA850 act: -1.7; ADAM17 inh: -247; ssDAF12 agonist: -0.9; DAX1 inh-1: -0.5; hgDAF12 agonist: -1.3; DAX1 inh-2: 0.1; PLCg1 inh: -124

How did CC(Cc1ccccc1)N(C)C(=O)CN1C(=O)c2ccccc2C1=O (centres undefined) do in these assays?
ADAM10 inh: -12; HGIII-sPLA2 inh: 10; PLCb3 inh: -1; hcDAF12 agonist: -1.5; FXN GAA850 act: -3.0; ADAM17 inh: -1; ssDAF12 agonist: -1.4; DAX1 inh-1: -1.1; hgDAF12 agonist: -0.3; DAX1 inh-2: 0.9; PLCg1 inh: 2

What do the screens show for `Nc1cc2c(cc1[N+](=O)[O-])OCCO2`?
ADAM10 inh: 1; HGIII-sPLA2 inh: 0; PLCb3 inh: 1; hcDAF12 agonist: 4.2; FXN GAA850 act: 0.2; ADAM17 inh: 0; ssDAF12 agonist: -1.2; DAX1 inh-1: -0.2; hgDAF12 agonist: -2.0; DAX1 inh-2: 0.6; PLCg1 inh: 1

Results for CCOc1ccccc1N(CC(=O)O)S(=O)(=O)c1ccccc1 ?
ADAM10 inh: -3; HGIII-sPLA2 inh: 0; PLCb3 inh: 0; hcDAF12 agonist: -0.6; FXN GAA850 act: -0.2; ADAM17 inh: -3; ssDAF12 agonist: -0.8; DAX1 inh-1: 1.5; hgDAF12 agonist: 2.0; DAX1 inh-2: -0.2; PLCg1 inh: -1

How did CC(=NO)C1(C)CC=CCC1CO (centres undefined) do in these assays?
ADAM10 inh: -8; HGIII-sPLA2 inh: -2; PLCb3 inh: -5; hcDAF12 agonist: -0.1; FXN GAA850 act: 0.5; ADAM17 inh: -4; ssDAF12 agonist: -1.3; DAX1 inh-1: -0.9; hgDAF12 agonist: 3.1; DAX1 inh-2: -0.6; PLCg1 inh: -1

Results for COc1ccc([C@H]2CC(=O)C=C(c3ccc4ccn(C)c4c3)C2)cc1 ?
ADAM10 inh: 12; HGIII-sPLA2 inh: -3; PLCb3 inh: -40; hcDAF12 agonist: -0.5; FXN GAA850 act: 3.4; ADAM17 inh: 4; ssDAF12 agonist: -1.1; DAX1 inh-1: 2.1; hgDAF12 agonist: 0.6; DAX1 inh-2: 0.9; PLCg1 inh: -17

What do the screens show for `Cc1ccc(Cn2cc(/C=N/NC(=O)Cc3nnc(NC(=O)c4ccc(C)cc4)s3)c3ccccc32)cc1`?
ADAM10 inh: -9; HGIII-sPLA2 inh: 0; PLCb3 inh: 0; hcDAF12 agonist: -0.4; FXN GAA850 act: -0.3; ADAM17 inh: -3; ssDAF12 agonist: -0.8; DAX1 inh-1: 0.1; hgDAF12 agonist: 0.1; DAX1 inh-2: 0.6; PLCg1 inh: 0

How did CCN(CC(=O)NCc1cccs1)C(=O)/C=C/c1cccc(OC)c1OC do in these assays?
ADAM10 inh: -26; HGIII-sPLA2 inh: -1; PLCb3 inh: -98; hcDAF12 agonist: -1.0; FXN GAA850 act: -0.2; ADAM17 inh: -4; ssDAF12 agonist: -1.8; DAX1 inh-1: 0.0; hgDAF12 agonist: 0.6; DAX1 inh-2: -1.4; PLCg1 inh: -81

Results for CCOC(=O)N1CCC(NC(=O)C2=C(C)C(=O)OC23CCC(C)CC3)CC1 (centres undefined) ?
ADAM10 inh: -5; HGIII-sPLA2 inh: -5; PLCb3 inh: -1; hcDAF12 agonist: -0.8; FXN GAA850 act: 0.6; ADAM17 inh: 1; ssDAF12 agonist: -1.1; DAX1 inh-1: 0.3; hgDAF12 agonist: -2.3; DAX1 inh-2: -0.4; PLCg1 inh: -2
